From PubChem
NPY-Y1 PAM-ag: potentiates or activates human NPY-Y1 receptor. NPY-Y1 expressing cells, potentiator/agonist activation. activation, % at 3.6 µM. 0.37% of 220,000 active. AID 1304; in the data active = activation above about 33%, passing the limit was not always enough;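 note: cells stimulated with NPY at EC10 then isoproterenol at EC100; 0% = low agonist plus stimulus and 100% = saturating agonist plus stimulus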
Target sequence (P25929 whole entry, looked up): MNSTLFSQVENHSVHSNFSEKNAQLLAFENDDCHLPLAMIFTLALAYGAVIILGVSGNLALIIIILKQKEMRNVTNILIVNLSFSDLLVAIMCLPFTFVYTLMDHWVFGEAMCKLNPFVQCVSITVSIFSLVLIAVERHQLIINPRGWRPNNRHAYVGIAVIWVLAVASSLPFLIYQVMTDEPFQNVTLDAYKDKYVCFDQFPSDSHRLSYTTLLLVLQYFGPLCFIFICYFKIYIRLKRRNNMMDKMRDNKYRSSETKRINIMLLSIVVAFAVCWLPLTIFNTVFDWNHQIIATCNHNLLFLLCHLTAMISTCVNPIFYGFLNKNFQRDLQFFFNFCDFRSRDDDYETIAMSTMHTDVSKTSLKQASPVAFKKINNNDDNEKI
S1P4 antagonist: human S1P4 receptor antagonism; S1P4-expressing cells, antagonist mode, reporter read-out; inhibition, % at 4.98 µM; 0.26% of 220,000 active; in the data active = inhibition above about 29%;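 note: 0% = wells stimulated with agonist and 100% = vehicle wells without agonist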
NPY Y1 blocker: blocks the human neuropeptide Y Y1 receptor. inhibition, % at 3.6 µM. P25929. AID 1040. HEK293-CNG Y1 cells, membrane potential fluorescence; NPY at EC95, then isoproterenol. 1% of 200,000 active;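 active = inhibition above the campaign mean inhibition of all tested compounds plus 3 SD, cut at about 20% in these data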;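 note: 0% = DMSO wells given NPY plus isoproterenol and 100% = isoproterenol alone without NPY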
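Material: HEK293 Y1/CNG channel cell line | Also added: NPY (25 nM), isoproterenol (1 µM), Ro 20-1724 (25 µM) | Compound: One concentration, 3.6 µM, in 0.4% DMSO | Schedule: 3 h dye uptake, 1 h room-temperature compound, 45 min post-isoproterenol | Signal: Membrane-potential fluorescent dye readout | Read-out: % inhibition of NPY effect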
Ba/F3 V617F tox: loss of viability in JAK2V617F-driven Ba/F3 cells; Ba/F3 EpoR-JAK2V617F viability, ATP luminescence; inhibition, % at 5.6 µM; 1.1% of 220,000 active;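 active = inhibition above the campaign mean plus 3 SD over all tested compounds, cut at about 24% in these data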;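 note: cytokine-independent growth of Ba/F3 cells driven by EpoR plus mutant JAK2; 0% = DMSO-treated cells and 100% = JAK inhibitor I control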
S1P4 agonist: activates the human S1P4 receptor | O95977 | S1P4-expressing cell line, agonist reporter assay | activation, % at 4.98 µM | 0.35% of 220,000 active | AID 1509; in the data active = activation above about 11%;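 note: 0% = DMSO vehicle and 100% = reference agonist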
p47phox inh: p47phox (human) inhibition; P14598; p47phox/p22phox peptide binding, fluorescence polarization, 2 h; inhibition, % at 24.7 µM; 0.53% of 220,000 active;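 active = inhibition above about 30%, limit read from the data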;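 note: 0% = p47phox with labelled peptide and 100% = labelled peptide alone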
BaF3 parental: parental Ba/F3 viability inhibition as JAK2V617F counter-screen; CellTiter-Glo ATP luminescence; inhibition, % at 5.6 µM; 1.1% of 220,000 active; AID 1486;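 active = inhibition above a per-campaign cutoff, the mean inhibition of all tested compounds plus 3 SD, cut at about 27% in these data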;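 note: 0% = DMSO wells and 100% = JAK Inhibitor I control wells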
NPY2 pot ag: potentiates or activates human NPY-Y2 receptor | activation, % at 3.6 µM | P49146 | cells expressing NPY-Y2, potentiator/agonist read-out | 0.45% of 220,000 active; in the data active = activation above about 27%;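 note: cells stimulated with NPY near EC25 plus isoproterenol at EC100; 0% = vehicle plus submaximal agonist and 100% = vehicle plus saturating agonist; some results beyond the cut were filed as inactive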
Target sequence (P49146 whole entry, looked up): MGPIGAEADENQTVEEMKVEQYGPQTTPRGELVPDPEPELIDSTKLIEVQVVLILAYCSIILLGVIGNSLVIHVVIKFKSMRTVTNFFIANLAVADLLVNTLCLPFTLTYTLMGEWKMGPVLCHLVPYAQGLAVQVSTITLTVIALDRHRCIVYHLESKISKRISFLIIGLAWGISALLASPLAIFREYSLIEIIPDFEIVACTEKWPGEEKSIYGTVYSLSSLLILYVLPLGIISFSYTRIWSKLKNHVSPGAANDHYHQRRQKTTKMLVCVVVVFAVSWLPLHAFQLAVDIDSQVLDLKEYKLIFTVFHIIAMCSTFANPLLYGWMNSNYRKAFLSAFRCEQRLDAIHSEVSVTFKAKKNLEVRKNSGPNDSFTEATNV
CHOP inhibitor: CHOP inhibition in unfolded protein response; CHO-K1 CHOP-promoter luciferase, tunicamycin-induced, 15-18 h; inhibition, % at 10 µM; 3.8% of 220,000 active; AID 2732;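 active = compounds that reduced the stress-induced luciferase reporter signal by more than about 70% of percent inhibition, limit read from the data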;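 note: 0% = tunicamycin plus vehicle and 100% = wells without tunicamycin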
The depositor's hits bear a star; x = not tested or not shown.

[1] CCCn1nnc(NC(=O)Cc2ccccc2)n1
[2] CCOC(=O)c1cc(-c2ccc(N3CCOCC3)cc2)nn1-c1ccc(F)cc1F
[3] Cc1cc(=O)[nH]c(SCC(=O)N2CCC(C(N)=O)CC2)n1
[4] CCOc1cc(CNCCCN2CCOCC2)ccc1OCC(=O)NC(C)(C)C
[5] CC(C)(CO)NCc1cccs1
[6] CCO[C@H]1OC(C(=O)N2CCN(C)CC2)=C[C@@H](c2csc3ccccc23)[C@@H]1CCCO
[7] Fc1ccccc1N1CCN(c2ncnc3[nH]ncc23)CC1
[8] CC(C)(C)c1csc(NC(=O)c2cccs2)n1

Assay by compound	1	2	3	4	5	6	7	8
NPY-Y1 PAM-ag	24	-31	-20	-10	6	7	-3	-2
S1P4 antagonist	-10	-20	-3	-8	2	7	-21	-18
NPY Y1 blocker	7	6	7	2	-4	3	-2	-1
Ba/F3 V617F tox	2	5	-1	3	-2	0	-6	-3
S1P4 agonist	-0.9	0.4	-0.2	-2.7	-2.0	-3.0	0.4	4.9
p47phox inh	-9	-8	2	1	-2	-9	-15	-4
BaF3 parental	1	11	-2	10	2	1	-10	4
NPY2 pot ag	2	-17	13	-10	7	11	20	10
CHOP inhibitor	-4	22	19	-8	5	5	9	71*

Of the compounds above, two contain a halogen.
[2] CCOC(=O)c1cc(-c2ccc(N3CCOCC3)cc2)nn1-c1ccc(F)cc1F
[7] Fc1ccccc1N1CCN(c2ncnc3[nH]ncc23)CC1

Assay by compound	2	7
NPY-Y1 PAM-ag	-31	-3
S1P4 antagonist	-20	-21
NPY Y1 blocker	6	-2
Ba/F3 V617F tox	5	-6
S1P4 agonist	0.4	0.4
p47phox inh	-8	-15
BaF3 parental	11	-10
NPY2 pot ag	-17	20
CHOP inhibitor	22	9

Later entries
[9] O=C(c1ccc(F)cc1)N1C2CCC1CC(O)(c1ccc(F)cc1)C2 (stereo not given)
[10] Cc1cc(C(=O)Nc2ccccc2C(=O)O)ccc1NC(=O)COc1cccc([N+](=O)[O-])c1
[11] CCOC(=O)N1CCN(C(=O)CN(Cc2ccc(Cl)cc2)S(=O)(=O)c2ccc(C)cc2)CC1
[12] COc1ccc(Cn2c(=O)[nH]c3cc(C(=O)NCCCN4CCCCC4)ccc3c2=O)cc1
[13] COCCNC(=O)C(c1ccc(Cl)cc1)N(C(=O)Cn1nnc2ccccc21)c1cccnc1 (stereo not given)
[14] CC(C)n1nc(C(=O)Nc2nnc(SCc3c(Cl)cccc3Cl)s2)c2ccccc2c1=O
[15] O=C(NC1CCCCCC1)C(=S)NC1CCCCC1
[16] CCOC(=O)C1CCN(C(=O)c2sc3ncnc(N4CCC(C)CC4)c3c2C)CC1

Assay by compound	9	10	11	12	13	14	15	16
NPY-Y1 PAM-ag	-13	-6	5	18	33	1	6	-2
S1P4 antagonist	0	-8	-6	-3	5	3	-24	-6
NPY Y1 blocker	-2	2	2	-8	-2	2	-2	8
Ba/F3 V617F tox	-4	-5	-2	-4	-3	1	4	3
S1P4 agonist	0.4	-0.6	-2.2	-1.0	0.4	2.4	-0.6	-2.4
p47phox inh	-10	0	-3	-9	-1	-22	-5	-6
BaF3 parental	0	5	3	-1	3	10	10	7
NPY2 pot ag	9	-7	9	25	5	-3	1	-23
CHOP inhibitor	-2	-15	21	22	0	-2	34	8

[17] COc1ccc(/C=N/NC(=S)Nc2ccccc2)cc1COc1ccc(F)cc1
[18] COc1cc2c(cc1OC)CN(C(=O)c1cc(S(=O)(=O)N3CCOCC3)ccc1Cl)CC2
[19] Cc1nnc(SCC(=O)NN2C(=O)NC3(CCCCC3)C2=O)s1
[20] COc1ccc(C(=O)CCC(C)(C)[N+](=O)[O-])cc1OC
[21] COc1ccc(CCCc2nnc(SCC(=O)N/N=C\c3ccc(O)c(OC)c3)o2)cc1C
[22] Cc1nc(NCC2CCCO2)c2nnn(Cc3c(F)cccc3Cl)c2n1 (stereo not given)
[23] COc1ccc2nc(NC(=O)C3CCCN(S(=O)(=O)c4c(C)noc4C)C3)sc2c1 (stereo not given)
[24] CCCN1CCN(c2ncnc3scc(C4COc5ccccc5O4)c23)CC1 (stereo not given)

Assay by compound	17	18	19	20	21	22	23	24
NPY-Y1 PAM-ag	-13	-4	11	11	14	-6	-5	-37
S1P4 antagonist	0	-12	-10	26	1	-22	2	-9
NPY Y1 blocker	-1	-4	0	-1	-5	-1	-2	16
Ba/F3 V617F tox	2	1	-3	-2	-1	10	-3	1
S1P4 agonist	0.5	1.6	2.9	-0.7	0.1	-0.7	-1.4	-0.1
p47phox inh	-14	-4	-20	-6	-14	-4	-13	-8
BaF3 parental	2	4	4	7	4	15	5	7
NPY2 pot ag	-9	9	-5	9	9	3	3	-27
CHOP inhibitor	47	-19	-14	18	59	7	75*	32

[25] CCOC(=O)C1=C(N)c2ccccc2CC1C1CCCC1 (stereo not given)
[26] CCOC(=O)C1CCCN(C(=O)c2ccc(OCC)cc2)C1 (stereo not given)
[27] COc1ccc(S(=O)(=O)N2CCN(Cc3cccc(Cl)c3)CC2)cc1
[28] COC(=O)C1=CN(C2CC2)C=C(C(=O)OC)C1c1ccc(C(=O)OC)cc1
[29] COc1ccccc1/C=C/C(=O)OCCCN(C)C
[30] NC(=O)COc1ccc(NC(=O)c2ccccc2-c2ccccc2)cc1
[31] N#Cc1c(-c2ccco2)nc(NCC2CCCO2)[nH]c1=O (stereo not given)
[32] CCOC(=O)c1cc(-c2csc(-c3cccc(Cl)c3)n2)on1

Assay by compound	25	26	27	28	29	30	31	32
NPY-Y1 PAM-ag	0	8	-21	-15	-7	-10	7	-3
S1P4 antagonist	4	-10	-1	-39	-5	6	-3	5
NPY Y1 blocker	x	1	6	0	2	4	8	x
Ba/F3 V617F tox	-6	-3	2	1	-1	-4	1	1
S1P4 agonist	2.1	2.3	-0.8	2.3	1.9	-3.6	2.7	-1.3
p47phox inh	-14	4	-13	-11	-4	-3	-6	-5
BaF3 parental	2	3	3	5	5	0	5	2
NPY2 pot ag	-4	4	-6	-14	-6	-6	-6	-22
CHOP inhibitor	91*	19	38	13	0	7	-17	9

[33] Nc1c2c(nc3ccc(Br)cc13)N(C1CCCCC1)CC2
[34] Cc1nn(-c2ccccc2)c(C)c1/C=N/Nc1nc2ccccc2[nH]1
[35] O=C(c1cccc(N2C(=O)C3CC=CCC3C2=O)c1)N1CCCc2ccccc21 (stereo not given)
[36] CCCC(=O)Nc1cc(-c2nn(C)c(=O)c3ccccc23)ccc1N1CCCCC1
[37] Cc1ccc(NC(=O)COC(=O)c2ccccc2Cl)cc1S(=O)(=O)N(C)C
[38] Cc1nonc1OC(C)CNCCNc1ccc([N+](=O)[O-])cc1 (stereo not given)
[39] C=CCSc1nnc(NC(=O)COc2ccccc2)s1
[40] CC(=O)c1ccc(NC(=O)c2cc(Cl)sc2Cl)cc1

Assay by compound	33	34	35	36	37	38	39	40
NPY-Y1 PAM-ag	22	9	6	1	9	8	-1	8
S1P4 antagonist	9	-7	6	-5	-12	2	-19	-9
NPY Y1 blocker	11	8	-2	-3	1	x	2	6
Ba/F3 V617F tox	0	-1	-3	-2	-2	-1	4	0
S1P4 agonist	1.2	2.8	1.3	-0.1	1.7	-0.4	0.5	-0.3
p47phox inh	0	-33	5	x	-10	-13	-8	1
BaF3 parental	7	10	4	1	4	4	7	4
NPY2 pot ag	13	7	2	3	-1	-1	-13	-9
CHOP inhibitor	43	-10	-16	x	-1	7	3	-60

[41] Cc1ccc(-c2nc3ncccn3c2NC(=O)C2CC2)cc1
[42] COc1cccc(C2C(C(=O)c3cc4cccc(OC)c4o3)=C(O)C(=O)N2c2cc(C)on2)c1OC (stereo not given)
[43] O=C(NNc1c(Cl)cccc1Cl)c1ccno1
[44] O=C(NCc1ccco1)C(=O)N1CCCC1
[45] Cc1ccc(Nc2c([N+](=O)[O-])c(=O)oc3ccccc23)cc1
[46] O=C(Nc1ccc(F)c(F)c1)c1cnc(-c2ccccc2)nc1-c1ccccc1
[47] COc1ccc(N2CCN(C(=O)Cn3nnc(-c4ccc(OC)c(OC)c4)n3)CC2)cc1
[48] O=[N+]([O-])c1cccc(-c2nnc(-c3ccc4c(c3)OCO4)o2)c1

Assay by compound	41	42	43	44	45	46	47	48
NPY-Y1 PAM-ag	-21	-11	22	-3	9	3	19	0
S1P4 antagonist	-15	-13	2	21	-9	11	-6	-16
NPY Y1 blocker	1	2	x	3	4	8	2	1
Ba/F3 V617F tox	-3	5	-6	1	0	-4	0	-1
S1P4 agonist	0.0	-1.4	0.6	-0.3	-0.6	1.1	1.6	1.0
p47phox inh	-8	-12	4	-7	1	5	-3	30
BaF3 parental	1	5	-2	5	6	2	2	4
NPY2 pot ag	5	-10	10	-16	-16	1	10	-3
CHOP inhibitor	1	0	-28	-13	17	94*	16	-28

Four entries already listed, ordered by number of heavy atoms, ascending:
[5] CC(C)(CO)NCc1cccs1
[22] Cc1nc(NCC2CCCO2)c2nnn(Cc3c(F)cccc3Cl)c2n1 (stereo not given)
[37] Cc1ccc(NC(=O)COC(=O)c2ccccc2Cl)cc1S(=O)(=O)N(C)C
[24] CCCN1CCN(c2ncnc3scc(C4COc5ccccc5O4)c23)CC1 (stereo not given)

Assay by compound	5	22	37	24
NPY-Y1 PAM-ag	6	-6	9	-37
S1P4 antagonist	2	-22	-12	-9
NPY Y1 blocker	-4	-1	1	16
Ba/F3 V617F tox	-2	10	-2	1
S1P4 agonist	-2.0	-0.7	1.7	-0.1
p47phox inh	-2	-4	-10	-8
BaF3 parental	2	15	4	7
NPY2 pot ag	7	3	-1	-27
CHOP inhibitor	5	7	-1	32

Next section:
[49] Cn1c2ccccc2c2c(C(=O)N3CCN(c4ccccc4)CC3)cn(C3CCCC3)c(=O)c21
[50] CN(CCCNC(=O)C1CCCN(S(=O)(=O)c2cnc[nH]2)C1)c1ccccc1 (stereo not given)
[51] CCCCOC(=O)Cc1c(O)c2ccccc2[nH]c1=O
[52] Cn1c(SCC(=O)c2cc3ccccc3o2)nnc1-c1ccccc1
[53] Cc1nn(C)c(Cl)c1NC(=O)OCc1ccccc1

Assay by compound	49	50	51	52	53
NPY-Y1 PAM-ag	-21	-2	-5	-8	-30
S1P4 antagonist	-11	6	-3	-20	-8
NPY Y1 blocker	-6	-1	-3	5	-1
Ba/F3 V617F tox	0	-2	3	-1	-1
S1P4 agonist	-0.6	-1.0	0.8	2.4	-0.4
p47phox inh	-14	4	-1	-12	-12
BaF3 parental	4	6	1	4	3
NPY2 pot ag	-10	-11	-7	2	-19
CHOP inhibitor	-9	16	-22	-5	18
